Rab9 promoter act: activates the Rab9 promoter; actives 2.8% (n = 320,000); Huh7 Rab9 promoter-luciferase reporter, luminescence, 24 h; Potency, µM (titrated, usually from 9.22 µM), for inactives: at the top dose activation, negative = inhibition, usual class: activators; further: potency means the concentration at half of the fitted maximal effect; % of control where 0% means no effect; nearly all actives have a fitted effect of over 60% in size
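Measured in stably transfected Huh7 cells bearing a Rab9 promoter–luciferase construct: 24 h compound treatment at 37 °C, followed by luminescence detection.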
FLuc modulator: inhibits or activates purified firefly luciferase, miR-21 counter-screen. P08659. purified FLuc, Km substrates, luminescence inhibition. Potency, µM (doses to about 57.5 µM), for the others: at the top dose activity change, negative = inhibition, actives largely listed as inhibitors. actives 6.9% (n = 360,000). AID 588342;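 further: potency means the concentration at half of the fitted maximal effect; plate controls were vehicle for no effect and reference inhibitor for full effect; nearly all actives have a fitted effect of over 55% in size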
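Purified P. pyralis luciferase, 10 nM final, with Km-level 10 uM D-luciferin and 10 uM ATP in 50 mM Tris acetate pH 7.5, 10 mM Mg acetate, 0.01% Tween-20, 0.05% BSA; 6-point qHTS titration about 60 µM downward; luminescence read.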
Gal4-VP16 FLuc: Gal4-VP16 reporter inhibition counter-screen. Drosophila S2 Gal4-VP16 UAS-luciferase, luminescence, 20 h. Potency, µM (top dose mostly 53.6 µM), without a hit: top-dose activity, negative = inhibition, hits mostly inhibitors. actives 3.5% (n = 310,000). AID 2546;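 further: Gal4-VP16 expression switched on by copper sulfate through the metallothionein promoter; potency means the concentration at half of the fitted maximal effect; on the % scale 0 is the no-effect control and ±100 the full control effect; nearly all actives have a fitted effect of over 50% in size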
ELG1 DNA repair: inhibitors of ELG1-dependent DNA repair in HEK293T cells; HEK293T ELG1-luciferase reporter, luminescence, 16 h; DNA damage induced by 5-fluorouridine; AID 504467; actives 2.3% (n = 330,000); Potency, µM (doses to about 46.1 µM), for the others: top-dose activity change, negative = inhibition, most hits filed as inhibitors; further: potency means the concentration at half of the fitted maximal effect; on the % scale 0 is the no-effect control and ±100 the full control effect; nearly all actives have a fitted effect of over 55% in size
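Cells (2,000 per well) received 5-fluorouridine plus test compound or DMSO and were incubated 16 hr at 37 °C, 5% CO2. Luciferase activity was read by luminescence 30 min after ONE-Glo addition; signal suppression marked inhibition of damage-induced ELG1 function.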
NPC1 promoter act: activators of NPC1 promoter; Huh7 NPC1 promoter luciferase reporter, 24 h; actives 2.4% (n = 320,000); Potency, µM (doses to about 9.22 µM), for inactives: at the highest dose activation, actives largely listed as activators;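 further: potency means the concentration at half of the fitted maximal effect; % of control where 0% means no effect; nearly all actives have a fitted effect of over 60% in size; reporter is driven by a mutant NPC1 promoter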
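In 1536-well qHTS, Huh7 cells harboring an NPC1 promoter–luciferase construct received compound for 24 h; activation was quantified by luminescence following luciferase reagent addition.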
RORgamma inh: blocks mouse ROR gamma transcriptional activity | P51450 | Drosophila S2 Gal4-RORgamma UAS-luciferase reporter, 20 h | Potency, µM (doses to about 53.6 µM), without a hit: at the top dose activity change, negative = inhibition, hits mostly inhibitors | actives 5.4% (n = 310,000); further: potency means the concentration at half of the fitted maximal effect; on the % scale 0 is the no-effect control and ±100 the full control effect; nearly all actives have a fitted effect of over 60% in size
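Schneider cells (Drosophila), stable Gal4 DBD–ROR gamma + UAS-luc; 1 hr cmpd preincubation; Cu2+ induction 700 uM final; 20 hr ambient; luminescence.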
PKM2 activator: activators of human pyruvate kinase M2. actives 0.34% (n = 260,000). Potency, µM (doses to about 57.5 µM), for inactives: top-dose activation, usual class: activators. AID 1631. purified PKM2, Kinase-Glo ATP luminescence, activation; response scale: 0% is enzyme alone, no compound; further: potency means the concentration at half of the fitted maximal effect; on the % scale 0 is the no-effect control and ±100 the full control effect; nearly all actives have a fitted effect of over 55% in size
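hPK-M2, >95% pure; 0.1 mM ADP / 0.5 mM PEP final; imidazole pH7.2 buffer w/ 7 mM MgCl2, 50 mM KCl; 1 h RT; Kinase-Glo lum. Intermediate enzyme activity for dual inhibitor/activator qHTS.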
KCNH2 3.1 block: blocks the human KCNH2 3.1 channel isoform. U2OS KCNH2 3.1, thallium flux FluxOr; stronger effect = lower value. actives 0.95% (n = 340,000). AID 720553. activity change, % (tested at about 1.8 µM);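 active means maximum activity change below -70%; inconclusive means maximum activity change from -70% to -50%; inactive means maximum activity change above -50%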;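 further: thallium influx rate constant from kinetic fluorescence after stimulation buffer; on the % scale 0 is the no-effect control and ±100 the full control effect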
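We transduce U2OS cells with the mutant 3.1 virus, culture them overnight, load FluxOr with Red40 quencher for 45 min, then add stimulation buffer and read kinetically for 2 min to derive a normalized rate constant.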
Menin MLL FP TR: displaces Texas Red mutant MLL peptide from human menin; O00255; AID 1768; Menin + Texas Red MLL mutant peptide, fluorescence polarization; actives 0.23% (n = 270,000); Potency, µM (doses to about 61.6 µM), for inactives: at the top dose FP activity change, negative = inhibition, most hits filed as inhibitors; active means well fitted inhibition curve with a large enough effect in the polarisation, with a control signal flat, not every such curve was filed as active; inconclusive means small, poorly fitted or top-dose-only effect, or effect the other way, or a change in a side signal; inactive means no such curve, though single readings can be large or run the other way; the % refers to the polarisation; further: potency means the concentration at half of the fitted maximal effect; % of control where 0% means no effect; many of its hits are not listed in these tables
Target sequence (O00255 whole entry, looked up): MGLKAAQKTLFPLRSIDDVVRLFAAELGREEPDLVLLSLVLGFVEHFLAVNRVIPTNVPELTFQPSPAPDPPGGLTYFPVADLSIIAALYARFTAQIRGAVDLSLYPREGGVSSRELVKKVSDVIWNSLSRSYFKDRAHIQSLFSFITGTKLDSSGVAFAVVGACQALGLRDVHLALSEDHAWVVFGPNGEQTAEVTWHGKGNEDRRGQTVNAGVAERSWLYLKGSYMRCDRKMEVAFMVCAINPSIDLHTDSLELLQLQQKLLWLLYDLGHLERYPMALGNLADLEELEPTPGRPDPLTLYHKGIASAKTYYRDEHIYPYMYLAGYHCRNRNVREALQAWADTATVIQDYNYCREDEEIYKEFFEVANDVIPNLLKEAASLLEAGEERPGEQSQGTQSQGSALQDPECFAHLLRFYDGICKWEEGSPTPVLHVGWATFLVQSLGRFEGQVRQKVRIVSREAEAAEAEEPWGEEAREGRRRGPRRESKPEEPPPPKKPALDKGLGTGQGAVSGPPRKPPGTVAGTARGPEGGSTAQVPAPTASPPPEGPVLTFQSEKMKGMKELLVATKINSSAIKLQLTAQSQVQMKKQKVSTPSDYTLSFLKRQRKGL
Mito fusion act: blocks mitochondrial division or promotes mitochondrial fusion; Potency, µM (doses to about 46.1 µM), without a hit: top-dose growth rescue (activation), actives largely listed as activators; actives 0.23% (n = 320,000); S. cerevisiae fusion-defective mutant growth rescue, CellTiterGlo 48 h;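 further: potency means the concentration at half of the fitted maximal effect; % of control where 0% means no effect; nearly all actives have a fitted effect of over 45% in size; temperature-sensitive fusion mutants such as fzo1-1 at 37 °C on non-fermentable ethanol glycerol medium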
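Growth-rescue viability read-out: after 48 h at the non-permissive 37C in glycerol/ethanol YPEG, yeast mitochondrial fusion mutants are measured by CellTiterGlo luminescence; compounds (23 nl pinned per well) restoring growth score as division inhibitors or fusion activators.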
MBNL1 CUG block: MBNL1-poly(CUG) RNA binding inhibition; Q9NR56; TR-FRET MBNL1-His/biotin-(CUG)12 binding, 665/545 ratio; AID 2675; Potency, µM (titrated, usually from 57.5 µM), without a hit: top-dose activity change, negative = inhibition, actives largely listed as inhibitors; actives 0.036% (n = 280,000); active means well fitted inhibition curve with a large enough effect in the signal ratio, with a control signal flat, not every such curve was filed as active; inconclusive means small, poorly fitted or top-dose-only effect, or effect the other way, or a change in a side signal; inactive means no such curve, though single readings can be large or run the other way; the % refers to the signal ratio; further: potency means the concentration at half of the fitted maximal effect; on the % scale 0 is the no-effect control and ±100 the full control effect
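Ratiometric TR-FRET (665 over 545 nm, excitation 340 nm) tracks disruption of MBNL1-His/biotin-(CUG)12 complex after 60 min at room temperature, with compounds at 92 nM to 58 uM final.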
Active calls of the source: *; ? = inconclusive; . = no result given. Unless noted, the call rests on the fitted dose curve; in most records, active means well fitted curve in the direction sought with a large enough effect; inconclusive means small, poorly fitted or top-dose-only effect, or another doubt; inactive means no such curve, though single readings can be large; an effect the other way counts as inactive or inconclusive. This is a subset, so the mix of outcomes need not match the whole.

| SMILES | Rab9 promoter act | FLuc modulator | Gal4-VP16 FLuc | ELG1 DNA repair | NPC1 promoter act | RORgamma inh | PKM2 activator | KCNH2 3.1 block | Menin MLL FP TR | Mito fusion act | MBNL1 CUG block |
| --- | --- | --- | --- | --- | --- | --- | --- | --- | --- | --- | --- |
| Cc1ccc(CSc2nnc(CNc3ccc(F)cc3)o2)cc1 | -3% | -19% | -3% | 0% | -5% | ? | -1% | -3 | -2% | 10% | -7% |
| O=S(=O)(c1ccc(Cl)cc1)N1CCN(C(=S)Nc2ccc(F)c(Cl)c2)CC1 | -4% | 1% | ? | ? | -3% | ? | 17% | -7 | -7% | 0% | -8% |
| Cc1ccc(CN(C(=O)N2CCN(C)CC2)S(=O)(=O)c2ccc(C)cc2)cc1 | -8% | 3% | . | -3% | 0% | . | . | 5 | . | -2% | . |
| CC(=O)c1cccc(NC(=O)N2CCc3ccccc3C2)c1 | ? | 13µM* | 18% | ? | 4µM* | 3% | -5% | -15 | 3% | -11% | -18% |
| Cc1cc(/C=N/NC(=O)c2ccc(CN3CCOCC3)cc2)c(C)n1-c1ccccc1 | -1% | 6.7µM* | ? | -8% | 1% | ? | 0% | -1 | 6% | -1% | -3% |
| Cc1ccccc1NC(=O)c1cc(S(=O)(=O)N2CCOCC2)cs1 | -6% | -1% | 5% | 7% | -3% | -2% | 0% | 4 | 16% | -2% | ? |
| COc1ccc(OC)c(NC(=O)Nc2ccc(Cl)cc2)c1 | 7% | 19µM* | 17% | -5% | 1% | ? | 7% | -6 | ? | 15% | -13% |
| N#Cc1ccc(/C=C2\CCn3c2nc2cc(C(=O)O)ccc2c3=O)cc1 | -1% | 3% | 8% | 9% | 2% | 38% | . | -11 | -14% | 6% | ? |
| COc1ccc(CNC(=O)c2cnc3n(c2=O)CCS3)cc1 | 1% | 4% | -3% | 26% | 0% | 8% | 1% | 2 | -4% | -5% | -1% |
| CC1CCCCN1S(=O)(=O)c1ccc(C(=O)Nc2nnc(C3=COCCO3)o2)cc1 (stereo unspecified) | -4% | 3% | 1.3µM* | 0% | -3% | 0.89µM* | 2% | . | . | 2% | -2% |
| Cc1cc(-c2ccccc2)[nH]c(=O)c1S(=O)(=O)c1ccc(Cl)cc1 | 2% | 2% | -11% | 8% | -2% | -19% | -3% | 3 | . | 0% | 27% |
| Cc1ccc(C(=O)c2ccc(C(F)(F)F)cc2)cc1 | -2% | -1% | -3% | ? | -2% | -11% | . | . | . | -2% | 0% |
| N#CCC(=O)N/N=C\c1ccc(OC/C=C/c2ccccc2)cc1 | 20% | -3% | 15% | ? | 19% | -9% | 2% | -2 | ? | 2% | -3% |
| Cc1ccc(C2=NN(C)c3nc4ccccc4n3C2)cc1 | -2% | -17% | 1% | ? | 8% | 2% | -5% | -19 | -1% | 0% | 22% |
| Cc1ccc2sc(-c3ccc(NC(=O)CCN4C(=O)c5ccccc5C4=O)cc3)nc2c1 | 0.28µM* | 11µM* | ? | ? | 0.5µM* | 1.1µM* | 4% | . | -21% | -1% | ? |
| COc1ccc(C(=O)/C=C/Nc2cccc(C)n2)cc1OC | 2µM* | 3.8µM* | -9% | ? | 2.2µM* | 0% | -12% | -3 | ? | 3% | ? |
| CC1(C)c2ccccc2N(CC(N)=O)C12C=Cc1ccccc1O2 (stereo unspecified) | -1% | 4% | -2% | ? | -2% | 9% | 5% | 19 | . | -7% | 3% |
| CCCCNc1cc(=O)n(C)c(=O)n1C | 3% | 3% | -5% | -7% | -3% | -1% | 1% | 26 | 19% | -2% | 2% |
| NC1=Nc2cccc3cccc1c23 | -2% | -8% | -14% | 2% | 3% | ? | 0% | 1 | -20% | -1% | ? |
| C#CCOCCOCCOCCNc1nc(N2CCN(C(=O)CCCCCCCCCCNC(=O)[C@@H](CCSC)n3cc(CCO)nn3)CC2)nc(N2CCN(C(=O)CCCCCCCCCCNC(=O)[C@H](CCCN=C(N)N)n3cc(C[C@@H](C)CC)nn3)CC2)n1 | 0% | ? | . | ? | -3% | . | . | 43 | . | -7% | . |
| CC(C)OC(=O)c1cc2c(ccn2C)n1CC(=O)N1CCC(Cc2ccccc2)CC1 | 4% | 0% | -12% | 1% | 0% | 21% | -2% | 3 | -18% | 8% | 1% |
| CCN(CC)S(=O)(=O)c1cc(C(=O)OCC(=O)Nc2cccc(C)c2C)ccc1F | 4% | 0% | -5% | 18% | -2% | ? | 5% | 13 | -1% | -3% | 2% |

Reformatted with values under each structure: entries from further up.
Under each structure: Rab9 promoter act	FLuc modulator	Gal4-VP16 FLuc	ELG1 DNA repair	NPC1 promoter act	RORgamma inh	PKM2 activator	KCNH2 3.1 block	Menin MLL FP TR	Mito fusion act	MBNL1 CUG block
Cc1ccc(CN(C(=O)N2CCN(C)CC2)S(=O)(=O)c2ccc(C)cc2)cc1
 : -8%	3%	.	-3%	0%	.	.	5	.	-2%	.
CC1CCCCN1S(=O)(=O)c1ccc(C(=O)Nc2nnc(C3=COCCO3)o2)cc1 (stereo unspecified)
 : -4%	3%	1.3µM*	0%	-3%	0.89µM*	2%	.	.	2%	-2%
O=S(=O)(c1ccc(Cl)cc1)N1CCN(C(=S)Nc2ccc(F)c(Cl)c2)CC1
 : -4%	1%	?	?	-3%	?	17%	-7	-7%	0%	-8%
N#CCC(=O)N/N=C\c1ccc(OC/C=C/c2ccccc2)cc1
 : 20%	-3%	15%	?	19%	-9%	2%	-2	?	2%	-3%
Cc1ccc(C2=NN(C)c3nc4ccccc4n3C2)cc1
 : -2%	-17%	1%	?	8%	2%	-5%	-19	-1%	0%	22%
